# BCLXL inh – inhibitors of human Bcl-xL, primary screen, biochemical, fluorescence polarization, HTS; GST-Bcl-xL / FITC-Bim BH3 peptide fluorescence polarization; inhibition, % at 10.9 µM; 0.7% of 320,000 active;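 active = inhibition above the mean of all tested compounds plus 3 SD, cutoff set per campaign, cut at about 30% in these data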;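 note: 0% = DMSO wells and 100% = unlabeled Bim-BH3 peptide competitor; inhibitors lower millipolarization by displacing the labeled peptide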
# Fam108B inh – mouse Fam108B serine hydrolase inhibitors, primary screen, counter-screen for RBBP9 inhibitor project, biochemical, fluorescence polarization | recombinant Fam108B, FP-Rh probe fluorescence polarization | inhibition, % at 9.51 µM | 0.33% of 300,000 active;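 active = inhibition above the screen mean inhibition plus 3 SD, computed separately per campaign, cut at about 18% in these data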;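 note: inhibitors lower polarization as less probe binds the enzyme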
# EBNA-1 inh – EBNA-1 DNA-binding inhibitors, primary screen, biochemical, fluorescence polarization. 0.34% of 300,000 active. inhibition, % at 14.8 µM; in the data active = inhibition above about 28%
# ZTA DNA inh – counter-screen for EBNA-1 inhibitors: inhibitors of Epstein-Barr virus ZTA | inhibition, % at 11 µM | P03206 | ZTA-DNA binding, fluorescence polarization | AID 2234 | 0.15% of 320,000 active; in the data active = inhibition above about 33%
# Yeast superoxide – reduction of superoxide in aged yeast, primary screen, HTS; S. cerevisiae aged cells, superoxide DHE fluorescence; hits give low values; superoxide response (% of plate mean), % at 10 µM; 0.18% of 330,000 active; AID 2690, 2010;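 active = superoxide response under a set limit, about three screen SD below normal, cut at about 65% in these data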;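 note: yeast aged for seven days with compound at 30 °C before DHE staining; 100% = average MFI of all compound-treated wells on the plate with controls excluded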
# MCL1-BIM inh – inhibitors of MCL1 binding to BIM-BH3, primary screen, biochemical, fluorescence polarization. 0.68% of 320,000 active. Induced myeloid leukemia cell differentiation protein Mcl-1 (Homo sapiens), Q07820. GST-MCL1 / FITC-Bim-BH3 fluorescence polarization. inhibition, % at 10.9 µM;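 active = inhibition above the mean inhibition of all tested compounds plus 3 SD, set per campaign, cut at about 40% in these data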;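 note: 0% = DMSO wells and 100% = unlabeled Bim-BH3 peptide control; higher means more loss of mP so more displacement of Bim peptide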
# GLD-1 RNA inh – GLD-1/TGE RNA complex disruptors, primary screen, biochemical, fluorescence polarization. Female germline-specific tumor suppressor gld-1 (Caenorhabditis elegans), Q17339. purified GLD-1 + fluorescein TGE RNA. inhibition, % at 5.96 µM. 0.44% of 320,000 active;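 active = percent inhibition above a per-plate cutoff, the plate mean of test compounds plus 3 SD, cut at about 30% in these data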;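 note: 0% = DMSO wells with GLD-1 and probe and 100% = wells lacking GLD-1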
# Target sequence (Q17339 whole entry, looked up): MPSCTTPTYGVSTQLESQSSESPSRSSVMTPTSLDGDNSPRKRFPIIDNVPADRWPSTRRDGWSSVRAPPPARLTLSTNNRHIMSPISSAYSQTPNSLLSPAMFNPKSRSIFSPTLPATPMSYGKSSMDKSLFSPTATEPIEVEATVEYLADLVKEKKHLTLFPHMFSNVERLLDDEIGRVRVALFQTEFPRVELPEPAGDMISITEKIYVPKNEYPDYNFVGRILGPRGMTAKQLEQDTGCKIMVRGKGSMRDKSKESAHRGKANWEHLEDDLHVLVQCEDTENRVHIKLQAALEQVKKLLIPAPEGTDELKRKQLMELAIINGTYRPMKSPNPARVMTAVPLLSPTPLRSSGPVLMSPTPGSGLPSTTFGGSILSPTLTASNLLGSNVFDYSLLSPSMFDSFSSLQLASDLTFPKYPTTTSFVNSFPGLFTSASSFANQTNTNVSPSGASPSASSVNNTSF
# Efflux pump inh – inhibitors of Candida efflux pumps in yeast, primary screen, S. cerevisiae, Nile Red, multiplex; AID 485275, 2010; inhibition, % at 10 µM; 0.44% of 330,000 active; S. cerevisiae Candida pump triplex;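 active = plate passing quality check with inhibition over a set limit, or well fluorescence over plate mean plus 4 SD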;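 note: Nile Red retained in pooled yeast measured as flow cytometry median fluorescence; 0% = buffer negative control and 100% = Enniatin B positive control; higher means more Nile Red kept so more efflux inhibition; some compounds called inactive have numbers as strong as hits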
# MEX-5 binding – MEX-5 zinc finger RNA-binding disruptors – biochemical, C. elegans, fluorescence polarization, MLPCN library, primary screen | Zinc finger protein mex-5 (Caenorhabditis elegans), Q9XUB2 | MEX-5/FITC-TCR2 RNA binding; hits give low values | activity score (negative = inhibition of binding), % at 10 µM | 0.38% of 300,000 active | AID 1832, 2009;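 active = inhibition past about -25% in most replicates, and total fluorescence under double the plate's negative control median, limit read from the data; inconclusive = replicates evenly split on the limit, or fluorescence at least double controls; inactive = too little inhibition in most replicates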;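 note: 0% = DMSO and -100% = 5 µM competing unlabeled TCR2 RNA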
# Target sequence (Q9XUB2 whole entry, looked up): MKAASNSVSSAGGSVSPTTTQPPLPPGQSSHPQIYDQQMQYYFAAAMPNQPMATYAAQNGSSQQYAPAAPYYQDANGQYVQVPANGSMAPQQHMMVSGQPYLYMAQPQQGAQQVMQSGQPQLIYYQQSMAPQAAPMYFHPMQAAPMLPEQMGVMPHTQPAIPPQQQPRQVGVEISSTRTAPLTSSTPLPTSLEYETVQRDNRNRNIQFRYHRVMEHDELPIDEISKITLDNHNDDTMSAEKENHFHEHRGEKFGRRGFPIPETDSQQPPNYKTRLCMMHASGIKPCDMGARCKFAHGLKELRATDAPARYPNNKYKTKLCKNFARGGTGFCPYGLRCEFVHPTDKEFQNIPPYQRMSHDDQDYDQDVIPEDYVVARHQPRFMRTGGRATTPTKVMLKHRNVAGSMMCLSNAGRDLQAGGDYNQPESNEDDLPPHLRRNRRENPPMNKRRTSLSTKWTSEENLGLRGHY
# The depositor's hits bear a star; i = inactive; ? = inconclusive; · = no result given.
mol	MCL1-BIM inh	BCLXL inh	Yeast superoxide	MEX-5 binding	Fam108B inh	Efflux pump inh	ZTA DNA inh	EBNA-1 inh	GLD-1 RNA inh
Cc1noc(C)c1S(=O)(=O)N1CCCC(C(=O)NCc2ccccn2)C1 (configuration not stated)	8	-1	88	-1.2	1	0.0	1	3	-2
CC(OC(=O)c1ccccc1NCCO)C(=O)Nc1ccc(S(=O)(=O)N2CCOCC2)cc1 (configuration not stated)	-7	0	103	-0.6	0	0.0	15	3	6
COc1ccc(N(CC(=O)N2CCc3ccccc3C2)S(=O)(=O)c2c(C)[nH]c(=O)[nH]c2=O)cc1	0	2	100	-0.3	2	-0.3	-6	8	2
Cc1ccc(OCCNC(=O)CNC(=O)c2ccc3c(c2)OCO3)cc1	-2	0	108	1.0	-1	-0.1	-8	-8	5
Cc1cc(C)c(OCC(=O)Nc2ccc3c(c2)OCO3)cc1C	13	6	102	1.1	1	0.0	-9	2	4
CC(C(=O)Nc1cc([N+](=O)[O-])ccc1Cl)N1CCN(c2ccccc2O)CC1 (configuration not stated)	-10	-1	94	-1.1	1	0.1	19	5	5
O=C(N/N=C/c1cccc2cccnc12)[C@H]1C[C@@H]1c1ccccc1	5	1	92	0.2	-2	0.1	-1	-2	5
COC(=O)Cn1c(C(O)c2ccccc2)nc2ccccc21 (configuration not stated)	4	9	101	0.6	7	-0.1	5	2	12
COc1ccc(-c2cc3ccc(OCC(=O)NCC4CCC(C(=O)O)CC4)cc3oc2=O)cc1 (configuration not stated)	-5	-3	102	0.5	-2	-0.1	-7	-10	0
CSCCOC(=O)c1[nH]c2c(c1C)C(=O)CC(c1ccco1)C2 (configuration not stated)	10	0	94	0.6	0	0.3	7	0	-1

# (next part)
mol	MCL1-BIM inh	BCLXL inh	Yeast superoxide	MEX-5 binding	Fam108B inh	Efflux pump inh	ZTA DNA inh	EBNA-1 inh	GLD-1 RNA inh
Cc1ccc(C(=O)c2c[nH]cc2-c2ccccc2)cc1	12	10	84	-1.0	-2	0.0	10	2	0
CCOc1ccc(S(=O)(=O)N2CCCC(C(=O)N3CCOCC3)C2)cc1 (configuration not stated)	2	5	100	-0.2	-2	-0.2	9	6	-1
Cc1cccc(C)c1NC(=S)N(CCN(C)C)Cc1cccs1	0	-1	95	0.7	1	-0.1	10	-5	7
COc1ccc(-c2n[nH]c(=S)n2CC(C)C)cc1	-10	-8	87	2.2	2	-0.2	1	8	-2
O=C(CSc1ccc(F)cc1)NC1CCCCC1	4	1	95	-0.9	0	0.2	-6	-2	4
COc1ccc(C(=O)CC(=O)C(=O)Nc2ccc(OC)c(Cl)c2)cc1	3	2	95	-1.7	1	0.3	3	-10	-2
CC(NC(N)=O)C(=O)Nc1ccc(Cl)c(S(=O)(=O)Nc2ccc(Br)cc2)c1 (configuration not stated)	-2	1	95	-2.3	0	0.1	8	5	-2
COc1ccc(-c2cc(C(=O)Nc3sc4c(c3C#N)CCCC4)c3ccccc3n2)cc1	1	5	95	·	-7	0.0	18	-5	5
CCOC(=O)c1sc2ccccc2c1OC(=O)c1ccc(C)cc1	5	0	98	-0.3	-2	0.5	-15	5	-1
c1csc(CNc2nc3ccccc3n2CCN2CCOCC2)c1	0	9	91	-1.4	5	-0.1	-14	-3	9

# Next section.
mol	MCL1-BIM inh	BCLXL inh	Yeast superoxide	MEX-5 binding	Fam108B inh	Efflux pump inh	ZTA DNA inh	EBNA-1 inh	GLD-1 RNA inh
COc1ccc(CNC(=O)CCc2cc(OC)c(OC)c(OC)c2)cc1	-2	0	99	2.6	2	0.0	17	2	-4
O=[N+]([O-])c1ccc(N=NN(CCO)CCO)cc1	3	1	97	1.0	4	-0.2	-7	0	-8
CC(=O)NC(Cc1ccc(F)cc1)C(=O)NC1CCN(c2ncccc2[N+](=O)[O-])CC1 (configuration not stated)	1	2	101	-0.1	-3	-0.1	-8	-9	-2
O=[N+]([O-])c1ccc(N2CCN(S(=O)(=O)c3ccc(Cl)c(Cl)c3)CC2)cc1NCCN1CCOCC1	3	2	111	0.7	2	0.2	11	-4	-1
OC(c1ccccc1)c1ccncc1 (configuration not stated)	10	5	92	1.3	3	-0.1	-3	2	2
N#Cc1c(-c2ccccc2)ccnc1N1CCOCC1	2	7	78	0.1	2	0.0	-9	2	10
CN(CCOc1ccc(Br)cc1)C(=O)CNC(=O)c1ccc2ccccc2c1	-2	3	115	0.5	-3	0.1	-1	7	1
CCOc1ccc(C(=O)NCC(=O)OCC(=O)Nc2ccccc2OCC)cc1	6	8	87	-1.6	2	-0.2	-1	0	-3
COc1cccc2c1CCC(NC(C)=O)C2=O (configuration not stated)	6	5	94	-8.1	-3	-0.1	2	9	4
COCc1ccc(C(=O)N2CCCC(CNC(=O)c3ccc(F)cc3)C2)o1 (configuration not stated)	5	1	111	-0.4	0	0.2	-3	-7	3

# (list continues)
mol	MCL1-BIM inh	BCLXL inh	Yeast superoxide	MEX-5 binding	Fam108B inh	Efflux pump inh	ZTA DNA inh	EBNA-1 inh	GLD-1 RNA inh
CCc1cc(=O)oc2c(C)c(OCC(=O)NCc3ccccn3)ccc12	9	4	110	·	0	-0.1	-4	0	-1
O=C(CN(C(=O)CNS(=O)(=O)c1ccccc1)C1CCCC1)NCC1CCCO1 (configuration not stated)	6	2	104	-2.2	-2	0.0	5	5	5
CN(Cc1ccccc1)C(=O)c1[nH]cnc1C(=O)NCCCCCNC(=O)OC(C)(C)C	5	5	90	·	·	0.2	2	·	-2
COc1ccc(CN(C(=O)c2cc(=O)c3cc(C)cc(C)c3o2)C2CCS(=O)(=O)C2)cc1 (configuration not stated)	-3	-2	106	-1.6	3	0.2	-1	8	11
O=C(CCn1c(=O)c2ccccc2n(CC(=O)NC2CCCC2)c1=O)NCCc1ccc(Cl)cc1	-3	-3	107	0.7	-4	0.1	-7	-20	2
O=C(c1ccc(C(=O)N2CCCc3ccccc32)s1)N1CCCc2ccccc21	6	4	193	-0.5	6	0.1	-1	-3	4
COCCNC(=O)C(c1ccc(F)cc1)N(Cc1ccccc1)C(=O)CCC(=O)Nc1ccccn1 (configuration not stated)	0	4	101	2.1	2	-0.1	9	13	8
Cc1cccc2c(=O)c(C(=O)NCc3cccs3)c[nH]c12	1	0	i	-2.6	1	0.2	-9	-10	6
O=C(Nc1c(Cl)cccc1Cl)c1cc(=O)n(Cc2ccccc2)c(=O)[nH]1	14	1	87	1.3	-4	-0.1	10	12	4
OCCCNCc1cccc2ccccc12	-1	0	101	2.1	-3	-0.1	9	3	2

# Next section.
mol	MCL1-BIM inh	BCLXL inh	Yeast superoxide	MEX-5 binding	Fam108B inh	Efflux pump inh	ZTA DNA inh	EBNA-1 inh	GLD-1 RNA inh
C=CCNC(=S)N1CCN(c2cccc(C(F)(F)F)c2)CC1	1	4	116	?	-1	0.2	-5	0	0
NC(=O)c1ccccc1NC(=O)/C=C/C(=O)O	-10	-1	88	-1.4	2	-0.1	1	7	-2
O=C1c2[nH]nc(-c3ccccc3O)c2C(c2ccc(F)cc2)N1CC1CCCO1 (configuration not stated)	12	-1	93	0.5	0	0.1	6	-2	4
C/C(=N\NC(=O)Cc1ccccc1)c1cccnc1	0	3	92	2.7	-4	0.1	3	7	-1
O=C(Cc1ccc(S(=O)(=O)N2CCCCC2)s1)Nc1cccc2ccccc12	-10	5	107	0.0	3	0.0	6	24	5
COc1ccccc1-c1csc(Cc2nnc3n2CCCCC3)n1	6	4	98	1.3	-1	-0.1	-2	-1	3
CC(=O)c1cccc(NC(=O)CCS(=O)(=O)c2cccc3nonc23)c1	-3	0	103	·	-1	0.1	5	3	-4
CS(=O)(=O)c1ccc(Cl)c(NC(=O)c2cccc(N3C(=O)CCC3=O)c2)c1	-22	-7	92	-0.5	2	-0.2	-8	-3	-2
COc1ccc(/C=C2\CCCCC2=O)cc1	-2	0	109	-2.9	-2	0.1	5	4	-3
OCCOCCNc1ncnc2nc[nH]c12	4	1	102	0.5	-6	0.0	1	-5	-3

# (list continues)
mol	MCL1-BIM inh	BCLXL inh	Yeast superoxide	MEX-5 binding	Fam108B inh	Efflux pump inh	ZTA DNA inh	EBNA-1 inh	GLD-1 RNA inh
Cc1ccc(C(=O)NNC(=O)c2ccccc2)cc1S(=O)(=O)N1CCCCC1	4	-2	78	·	·	-0.1	6	·	-3
CN(Cc1ccncc1)C1CC(=O)N(c2ccc(Cl)cc2)C1=O (configuration not stated)	-8	2	102	-1.0	-2	0.1	-8	-3	3
Cc1ccc(C(=O)c2c3ccccc3[n+]([O-])n2[C@@H](C)C(N)=O)cc1	4	5	98	1.3	2	-0.1	14	6	1
Cc1ccc(-c2nc3ccc(Cl)cc3c(=O)n2O)cc1	-3	-2	125	-3.3	2	-0.1	5	4	-9
C=CCn1c2ccccc2c2nnc(SCC(N)=O)nc21	14	7	92	-0.7	2	0.5	-6	-21	-3
C(=N\n1cnnc1)/c1ccc2c(c1)OCCO2	1	2	109	-0.4	0	0.2	1	1	-4
COC(=O)c1cc(S(=O)(=O)NC2CCCCC2)cn1C	11	11	110	-1.6	2	0.0	6	-3	13
Cc1cccc(-c2nc(CS(=O)CC(=O)NCC3CCCO3)c(C)o2)c1 (configuration not stated)	5	7	82	-4.4	-4	-0.1	11	11	0
Cc1cccc(NS(=O)(=O)c2ccc3c(c2)OCCO3)c1	0	7	101	-3.9	3	0.0	-1	5	3
CCc1[nH]nc(C(=O)N2CCCC(CO)(Cc3ccc(F)cc3F)C2)c1C (configuration not stated)	7	5	106	0.0	-1	-0.1	-16	-5	6

# Some entries already given, limited to ZTA DNA inh.
compound	ZTA DNA inh
Cc1ccc(-c2nc3ccc(Cl)cc3c(=O)n2O)cc1	5
Cc1cccc(NS(=O)(=O)c2ccc3c(c2)OCCO3)c1	-1

# More entries follow:
mol	MCL1-BIM inh	BCLXL inh	Yeast superoxide	MEX-5 binding	Fam108B inh	Efflux pump inh	ZTA DNA inh	EBNA-1 inh	GLD-1 RNA inh
Cc1ccccc1-c1ccc(C(=O)NCc2ccccc2)o1	14	9	88	-0.2	0	-0.1	-1	-1	-1
COc1ccc(CN(CC(=O)NCC2CCCO2)C(=O)CCC(=O)Nc2cc(C)on2)cc1 (configuration not stated)	0	2	88	-1.5	-1	-0.2	-11	-11	9
CC(C)CC1=NN(C(=O)c2ccco2)C(O)(C(F)(F)F)C1 (configuration not stated)	8	6	101	-0.8	1	-0.1	-6	-2	6
CC(C)c1nc2sc3c(NCc4ccccc4)ncnc3c2c2c1COC(C)(C)C2	-1	-2	105	2.8	2	-0.1	-10	0	-4
CC(C)CC(=O)N1CCN(c2ccc([N+](=O)[O-])cc2Cl)CC1	-1	4	109	-5.5	5	0.4	-11	5	1
COc1ccc(Br)cc1-c1noc(-c2ccccc2F)n1	-5	-1	101	0.0	-1	0.0	0	-6	-1
O=C(NCc1ccco1)c1ccc(N2CCCCC2)c([N+](=O)[O-])c1	12	14	101	0.6	0	-12	1	4	4
O=C(O)/C=C\C(=O)Nc1cccc(NC(=O)c2ccccc2)c1	1	0	92	-0.5	-1	0.0	-11	5	3
Cc1ccc(NS(=O)(=O)c2cccc([N+](=O)[O-])c2)nc1	2	2	108	1.0	5	0.0	3	-8	-4
COc1ccc(-c2ccc3nnc(SCC(=O)NCC4CCCO4)n3n2)cc1 (configuration not stated)	3	7	110	2.9	3	-0.1	-4	-3	1
Cc1ccc(CNC(=O)c2cccnc2Cl)cc1	-1	-1	90	1.8	1	-0.1	-10	0	-5

# Bioassay records: PubChem BioAssay, several laboratories
